Assay outcomes: PubChem BioAssay, several laboratories
MsrA inhibitor: bovine MsrA enzyme inhibitors, primary screen, biochemical, absorbance, HTS; Methionine sulfoxide reductase A (Bos taurus); purified bovine MsrA, absorbance read-out; inhibition, % at 15.5 µM; hit rate 0.75% among 360,000; AID 651718, 2012; in the data active = inhibition above about 4.5%;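 also: 0% = vehicle wells with enzyme and 100% = reference inhibitor wells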
FAS TE block: FAS thioesterase domain inhibitors, primary screen, biochemical, fluorescence intensity, uHTS | Fatty acid synthase (Homo sapiens), P49327 | recombinant FAS-TE, OMFH fluorogenic substrate, fluorescence endpoint | inhibition, % at 15 µM | hit rate 0.67% among 360,000 | AID 602261, 2012;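 active = compounds whose normalised, plate-corrected inhibition of enzyme fluorescence in the single-dose primary screen is 50% or more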;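 also: 0% = DMSO with enzyme and 100% = substrate without enzyme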
Target sequence (P49327 whole entry, looked up, the tested form may be a part): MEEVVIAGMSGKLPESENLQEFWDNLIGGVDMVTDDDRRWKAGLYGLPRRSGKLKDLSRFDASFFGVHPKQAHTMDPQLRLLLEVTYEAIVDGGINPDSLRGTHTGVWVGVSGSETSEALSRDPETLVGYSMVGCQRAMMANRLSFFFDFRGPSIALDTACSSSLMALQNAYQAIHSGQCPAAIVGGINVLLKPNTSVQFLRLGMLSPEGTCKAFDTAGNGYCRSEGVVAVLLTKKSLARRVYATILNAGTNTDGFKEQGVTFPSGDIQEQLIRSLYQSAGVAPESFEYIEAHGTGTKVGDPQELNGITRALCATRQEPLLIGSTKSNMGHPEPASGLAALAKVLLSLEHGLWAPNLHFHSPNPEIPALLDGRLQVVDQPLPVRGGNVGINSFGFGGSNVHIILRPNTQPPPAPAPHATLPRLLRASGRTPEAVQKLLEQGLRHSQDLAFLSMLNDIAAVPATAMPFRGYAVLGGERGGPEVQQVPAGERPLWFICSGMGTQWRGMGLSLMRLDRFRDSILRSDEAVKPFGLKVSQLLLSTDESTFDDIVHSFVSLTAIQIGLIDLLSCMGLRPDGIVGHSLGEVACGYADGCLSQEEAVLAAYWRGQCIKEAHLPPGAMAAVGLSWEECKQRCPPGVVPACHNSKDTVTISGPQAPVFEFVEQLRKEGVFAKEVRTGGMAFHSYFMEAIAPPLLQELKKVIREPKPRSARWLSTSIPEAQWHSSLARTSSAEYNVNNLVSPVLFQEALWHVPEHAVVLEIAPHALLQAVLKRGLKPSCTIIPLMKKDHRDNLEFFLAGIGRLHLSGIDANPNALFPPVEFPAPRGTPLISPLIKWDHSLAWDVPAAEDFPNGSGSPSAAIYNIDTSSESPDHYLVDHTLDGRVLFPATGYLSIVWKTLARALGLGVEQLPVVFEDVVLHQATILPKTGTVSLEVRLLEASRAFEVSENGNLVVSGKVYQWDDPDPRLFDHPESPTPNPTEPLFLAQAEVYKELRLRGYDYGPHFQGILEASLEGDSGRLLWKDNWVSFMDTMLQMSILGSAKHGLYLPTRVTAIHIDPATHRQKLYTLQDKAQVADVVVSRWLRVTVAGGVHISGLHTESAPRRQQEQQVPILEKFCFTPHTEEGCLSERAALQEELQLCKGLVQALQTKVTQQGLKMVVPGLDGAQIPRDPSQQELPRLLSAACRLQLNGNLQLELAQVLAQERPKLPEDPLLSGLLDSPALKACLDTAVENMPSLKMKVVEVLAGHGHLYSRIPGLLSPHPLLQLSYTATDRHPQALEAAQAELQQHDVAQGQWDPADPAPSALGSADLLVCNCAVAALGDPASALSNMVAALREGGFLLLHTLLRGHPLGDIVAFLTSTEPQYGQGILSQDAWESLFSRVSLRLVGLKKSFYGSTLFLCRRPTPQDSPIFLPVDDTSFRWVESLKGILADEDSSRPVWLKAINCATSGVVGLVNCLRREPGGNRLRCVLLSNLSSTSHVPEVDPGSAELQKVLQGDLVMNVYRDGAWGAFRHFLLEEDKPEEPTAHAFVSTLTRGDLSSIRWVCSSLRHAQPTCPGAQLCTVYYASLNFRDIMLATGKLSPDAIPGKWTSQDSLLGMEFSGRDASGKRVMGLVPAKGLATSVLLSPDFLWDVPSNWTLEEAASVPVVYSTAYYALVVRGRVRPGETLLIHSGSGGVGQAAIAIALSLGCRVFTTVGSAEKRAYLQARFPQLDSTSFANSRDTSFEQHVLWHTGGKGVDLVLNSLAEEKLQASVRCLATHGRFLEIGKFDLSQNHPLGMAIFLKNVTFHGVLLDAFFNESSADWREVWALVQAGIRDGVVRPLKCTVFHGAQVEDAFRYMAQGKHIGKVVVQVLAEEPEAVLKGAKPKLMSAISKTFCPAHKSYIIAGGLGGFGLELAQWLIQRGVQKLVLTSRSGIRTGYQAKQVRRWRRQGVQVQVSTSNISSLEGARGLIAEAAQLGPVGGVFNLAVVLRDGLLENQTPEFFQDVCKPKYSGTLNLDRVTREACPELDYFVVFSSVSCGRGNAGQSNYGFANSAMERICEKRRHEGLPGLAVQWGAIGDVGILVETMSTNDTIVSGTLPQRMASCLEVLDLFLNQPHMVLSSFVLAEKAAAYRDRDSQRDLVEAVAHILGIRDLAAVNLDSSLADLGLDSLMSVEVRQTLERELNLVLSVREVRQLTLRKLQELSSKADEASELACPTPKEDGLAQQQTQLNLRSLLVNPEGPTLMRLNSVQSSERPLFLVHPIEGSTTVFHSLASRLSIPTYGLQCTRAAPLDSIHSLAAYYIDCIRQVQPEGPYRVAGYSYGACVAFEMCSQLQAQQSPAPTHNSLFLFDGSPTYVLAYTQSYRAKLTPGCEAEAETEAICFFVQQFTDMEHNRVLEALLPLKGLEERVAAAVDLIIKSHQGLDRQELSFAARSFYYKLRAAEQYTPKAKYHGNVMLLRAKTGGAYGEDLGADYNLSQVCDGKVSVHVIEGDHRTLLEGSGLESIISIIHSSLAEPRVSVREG
MsrA act: bovine MsrA enzyme activators, primary screen, biochemical, absorbance, HTS | Methionine sulfoxide reductase A (Bos taurus) | purified bovine MsrA, absorbance read-out | activation, % at 10.6 µM | hit rate 0.3% among 360,000; in the data active = activation above about 7.5%;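 also: 0% = vehicle and 100% = reference activator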
MT1-MMP act inh: blockers of MT1-MMP proenzyme processing, primary screen, HT1080 RFP-PRO-GFP cells, GFP/RFP fluorescence; Matrix metalloproteinase-14 (Homo sapiens), P50281; GFP/RFP ratio fluorescence, overnight; percent of plate control window, DMSO zero; GFP/RFP ratio change, % at 20 µM; hit rate 0.061% among 360,000;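 active = GFP/RFP ratio change of at least 30% with cell ATP level not reduced by more than half and red fluorescence within 50% of control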; also: strong numbers were not always called active
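Read-out: GFP/RFP fluorescence ratio; Test system: RFP-PRO-GFP reporter HT1080 cells; Compound dosing: single-point 20 µM compound, 1% DMSO; Times: overnight compound exposure at 37 °C.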
SKN-1 inh: suppressors of acrylamide-induced Pgst-4::GFP reporter in worms, primary screen, SKN-1 inhibitor project, whole organism, uHTS, GFP/RFP fluorescence ratio, strain VP596; AID 624304, 2012; C. elegans VP596 Pgst-4::GFP/RFP ratio, 24 h; hit rate 0.49% among 360,000; inhibition, % at 21.8 µM;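 active = interference check ratio from 0.5 to 1.5 plus GFP to RFP signal ratio inhibition reaching or exceeding a fixed threshold, cut at about 30% in these data, passing the limit was not always enough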; also: some compounds called inactive have numbers as strong as hits
eLon inh: inhibitors of E. coli Lon protease, primary screen, biochemical, fluorescence polarization; P0A9M0; purified E. coli Lon protease; inhibition, % at 7.94 µM; hit rate 0.42% among 360,000; AID 602123, 2011; in the data active = inhibition above about 13%, passing the limit was not always enough;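 also: 0% = enzyme with probe and DMSO and 100% = no enzyme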
TbMetRS inhib: T. brucei MetRS inhibitors, primary screen, biochemical, luminescence; methionyl-tRNA synthetase (Trypanosoma brucei brucei); purified T. brucei MetRS, ATP depletion, Kinase-Glo luminescence; inhibition, % at 11.9 µM; hit rate 0.4% among 360,000;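 active = inhibition above a per-plate cutoff of the control wells' mean inhibition plus 3 SD, cut at about 5.5% in these data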;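 also: 0% = DMSO wells median and 100% = median of wells with control inhibitor compound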
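Test system: purified T. brucei MetRS enzyme. Also added: ATP, methionine and E. coli bulk tRNA substrates. Compound: 11.9 µM single point. Schedule: 15 min enzyme-compound preincubation, 2 h reaction, 10 min detection, 25 °C. Signal: luciferase luminescence of residual ATP, Kinase-Glo. Evaluation: percent inhibition versus plate control medians. Controls: DMSO wells, low control.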
MLLE-PAM2 inh: inhibitors of PABP1 MLLE–PAM2 peptide binding, primary screen, biochemical, fluorescence polarization, FITC-PAM2, GST-MLLE; inhibition, % at 20 µM; hit rate 0.36% among 360,000; AID 588489, 2011; in the data active = inhibition above about 35%, passing the limit was not always enough;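 also: plate controls were DMSO wells with GST-MLLE for no effect and wells lacking GST-MLLE protein for full effect; some results filed as inactive read as strong as hits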
CendR NRP1 mod: modulators of CendR peptide binding to NRP-1, primary screen, biochemical, fluorescence polarization, uHTS; FAM-RPARPAR peptide binding to NRP-1; inhibition, % at 25 µM; hit rate 0.85% among 360,000;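 active = inhibition or corrected inhibition above about 18%, plus a signal ratio from 0.5 to 1.5, limit read from the data, passing the limit was not always enough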; also: strong numbers were not always called active
* = called active by the depositor; · = no result given.

Each structure is followed by: MsrA inhibitor	FAS TE block	MsrA act	MT1-MMP act inh	SKN-1 inh	eLon inh	TbMetRS inhib	MLLE-PAM2 inh	CendR NRP1 mod
- O=C(CSc1nc2ccccc2s1)N/N=C/c1cc([N+](=O)[O-])ccc1O
  -0.3	25	0	4	1	1	0.1	9	-2
- O=C(CSc1n[nH]c(-c2ccc(Br)cc2)n1)NC1CCCC1
  0.2	-12	-1	-4	7	-14	12*	-38	-10
- CCN1C(=O)N(S(=O)(=O)C(F)(F)F)[C@@H](c2ccccc2)C(C(=O)OC)=C1C
  0.4	12	-7	-3	-13	4	-0.4	5	10
- CCCCN(C(=O)NC(=O)Nc1ccccc1C)S(C)(=O)=O
  0.6	-6	-8	-3	-15	-4	-1.3	-2	13
- COc1ccc(C(=O)NCC[N+](C)(C)C)cc1
  -0.3	-13	1	7	14	-3	0.1	·	-2
- CC(=O)Nc1ccc(OCC(=O)N2CCC(Cc3ccccc3)CC2)cc1
  0.2	-4	-2	3	-11	-1	0.3	-10	-11
- O=C(O)c1cc(NC(=O)c2ccc(Br)cc2)cc(NC(=O)c2ccc(Br)cc2)c1
  -0.6	12	5	0	26	0	2.2	-5	-22
- CSc1ccccc1NC(=O)C1CCCO1 (centres undefined)
  -1.3	-6	-1	-1	-1	-5	-1.1	32	-7
- Cc1ccc(Cn2c(C3CCCN3c3nc(-c4ccc(F)cc4)cs3)nc3cc(Cl)c(Cl)cc32)cc1 (centres undefined)
  -0.3	40	0	-7	6	1	0.6	11	-8
- Cc1ccc(OC(=O)Cn2c(C(F)(F)F)nc3ccccc32)cc1
  0.3	-6	-3	0	19	-3	-1.0	-15	-13
- CCCCSc1nc2[nH]ncc2c(=O)[nH]1
  2.1	-10	-7	-1	6	1	-0.4	4	-4
- CCC(=O)Nc1cccc(C2=NOC3(C2)C[C@H](C(N)=O)N(C(=O)CC#N)C3)c1 (some centres undefined)
  0.3	-7	-1	1	-1	-6	-0.3	8	7
- O=C(NC1CCOc2ccccc21)c1ccc(=O)[nH]c1 (centres undefined)
  -0.8	-8	-6	0	-9	3	0.3	-4	16
- O=C(CN(C(=O)c1csnn1)c1cccc2c1CCCC2)NC1CCCC1
  0.6	-3	-6	-1	9	0	-0.6	-6	4
- O=C(Nc1ccc2ccccc2n1)c1ccccc1Cl
  1.4	2	-4	0	15	-4	-0.9	-8	4
- COCC(=O)N(Cc1cc2ccc(C)cc2[nH]c1=O)c1ccc(OC)cc1
  2.6	-7	-1	5	3	-9	-0.8	-1	3
- Cc1ccc(S(=O)(=O)N2CCC(=O)N(CCOCc3cccc(Cl)c3)CC2)cc1
  -0.9	9	0	4	-4	-2	-0.3	-1	-2
- CC1CSc2nnc(CCc3ccccc3)n21 (centres undefined)
  -0.4	-3	-2	1	14	-4	0.8	-19	0
- Cc1ccc([N+](=O)[O-])c(C(=O)Nc2cccnc2Cl)c1
  -1.0	-2	-13	-1	3	-1	-1.3	-2	3
- CCOC(=O)CSc1ncnc2c1sc1nc(N3CCOCC3)c3c(c12)CCCC3
  -0.8	7	-1	5	-2	6	-0.8	-7	-6
- COc1cccc(CCc2nnc(CCC(=O)NCCc3cccc(C)n3)o2)c1
  3.3	-6	-5	1	3	-1	2.1	8	0
- Cc1cc(C(=O)NCc2nc(-c3ccccc3)no2)ccc1[N+](=O)[O-]
  -1.8	38	-2	-3	-4	-2	-0.2	-7	-8
- COc1ccc(C2(O)CN(c3ccccc3)C3=[N+]2CCS3)cc1OC (centres undefined)
  -0.5	-2	-3	-5	-1	7	0.1	37	10
- O=c1[nH]c(=S)ccn1C1OC(CO)C(O)C1O (centres undefined)
  4.3	-5	-1	6	9	-4	-0.1	30	6
- CN1CCN(c2ccccc2NC(=O)c2ccccc2F)CC1
  -0.6	-1	-2	-3	2	-3	-0.5	-4	-3
- O=C(c1ccccc1)c1cc([N+](=O)[O-])ccc1N1CCOCC1
  1.0	15	-3	14	7	0	-0.3	11	-14
- CSc1nnnn1-c1c(C)cc(C)cc1C
  -1.4	2	-1	1	13	-4	-0.1	-9	9
- Oc1c(Br)cc(Br)cc1C=Nc1ccc2c(c1)OCCO2
  0.2	-5	-3	-1	5	-3	0.4	-70	-95
- COc1ccc(/C=C/c2c([N+](=O)[O-])c(=O)n(C)c(=O)n2C)cc1
  0.5	-3	-3	-2	1	9	0.0	6	6
- COc1ccc(Cl)cc1NC(=O)CN(C)C(=O)c1cccc(-n2cnnn2)c1
  -0.8	7	-7	6	-2	3	-0.5	-4	-3
- CCC(C)[C@H](NC(=O)N1CCN(C)CC1)C(=O)OC (some centres undefined)
  -0.4	-6	-3	-2	14	-2	0.1	4	-6
- N#Cc1nc(-c2ccccc2)oc1N1CCCCC1
  ·	7	-9	7	-1	-2	-1.1	16	2
- Cc1nc2c(cnn2CCO)c(=O)[nH]1
  0.7	-12	-11	-1	3	4	-0.5	-11	-11
- C=CC[N+](C)(C)CCN1C(=O)C2C(c3ccccc3)C=CC(c3ccccc3)C2C1=O (centres undefined)
  -0.8	-5	-1	3	3	0	-0.1	9	-14
- CCOc1ccc2[nH]c(=O)c(CN(CCO)C(=O)c3ccc(Br)cc3)cc2c1
  1.0	7	-4	-2	-7	0	-0.9	-6	9
- COc1ccccc1N1CCN(CCCN2CC(=O)N3CCCCC3C2=O)CC1 (centres undefined)
  0.1	-5	-1	3	-3	-7	-0.3	2	4
- OCCSc1nc(-c2ccccc2)nc2c1CCC2
  -1.0	-4	0	-2	8	-1	-0.4	5	3
- CS(=O)(=O)N(CC(=O)N1CCN(Cc2ccc3c(c2)OCO3)CC1)c1ccc2c(c1)OCO2
  -0.6	-6	-3	2	6	-7	-0.5	-6	8
- Cc1cc(NC(=O)COC(=O)Cn2c(C)csc2=O)ccc1Br
  0.6	1	-3	2	-12	5	0.2	5	4
- Cc1c(C(c2cccc([N+](=O)[O-])c2O)c2c(C)n(C)n(-c3ccccc3)c2=O)c(=O)n(-c2ccccc2)n1C
  0.9	-4	-3	5	-4	2	0.6	6	-2

3 structures out of the list, sorted by molecular weight, low to high.
Each structure is followed by: MsrA inhibitor	FAS TE block	MsrA act	MT1-MMP act inh	SKN-1 inh	eLon inh	TbMetRS inhib	MLLE-PAM2 inh	CendR NRP1 mod
- OCCSc1nc(-c2ccccc2)nc2c1CCC2
  -1.0	-4	0	-2	8	-1	-0.4	5	3
- CS(=O)(=O)N(CC(=O)N1CCN(Cc2ccc3c(c2)OCO3)CC1)c1ccc2c(c1)OCO2
  -0.6	-6	-3	2	6	-7	-0.5	-6	8
- Cc1c(C(c2cccc([N+](=O)[O-])c2O)c2c(C)n(C)n(-c3ccccc3)c2=O)c(=O)n(-c2ccccc2)n1C
  0.9	-4	-3	5	-4	2	0.6	6	-2

Continued.
Each structure is followed by: MsrA inhibitor	FAS TE block	MsrA act	MT1-MMP act inh	SKN-1 inh	eLon inh	TbMetRS inhib	MLLE-PAM2 inh	CendR NRP1 mod
- COCCNC(=O)c1cccc(OC2CCN(Cc3ccccc3OCCO)CC2)c1
  ·	-3	-4	-2	13	2	0.1	8	-1
- CCCCC[C@@H]1C=C(C(=O)O)[C@H](c2ccc(Cl)cc2)N1S(=O)(=O)c1ccc(C)cc1
  -2.0	1	-2	7	1	-1	0.2	-9	-5
- CCOC(=O)[C@]12CCCC=C1N(Cc1ccccc1)C(=O)[C@H](CC(=O)NCC1CCCCC1)C2
  0.3	·	·	0	-4	·	-0.6	·	-8
- N#Cc1cccc(NC(=O)CCc2ccc(S(=O)(=O)N3CCOCC3)cc2)c1
  -0.3	-6	-3	1	-4	-1	0.0	-18	5
- O=c1c(Cc2ccc(Cl)cc2)c(O)ccn1Cc1ccncc1
  -0.2	-4	-2	-6	4	-2	0.4	1	-8
- Cc1cccc(NC(=O)C2CC(=O)OC23CCCC3)c1 (centres undefined)
  1.9	-6	-3	-10	-13	4	-0.1	3	10
- Cc1cccc(C(=O)NC(=S)NCc2cccnc2)c1
  0.4	-13	-2	1	-3	-8	0.2	-8	10
- CCOC(=O)c1c(-c2cccc([N+](=O)[O-])c2)csc1NC(=O)CCCOc1ccccc1OC
  -0.1	26	0	-1	5	-1	0.1	27	33*
- COC(=O)[C@H]1C[C@@]2(O)CN(S(=O)(=O)c3ccc(C)cc3)C[C@@]2(OC(=O)NCc2ccco2)C[C@H]1C(=O)OC
  1.7	-7	-5	0	-4	-5	-0.2	14	-7
- CCc1ccnc(NS(=O)(=O)c2ccc3c(c2)CCO3)c1
  0.8	-2	-5	1	-14	3	-0.4	5	-6
- CCOc1ccccc1NC(=S)N1CCN(c2ccccc2F)CC1
  0.1	6	-1	1	5	0	-0.6	-71	2
- CC1=CNC(=O)CC(C)(C)C1
  ·	1	-2	3	3	-11	0.4	13	-13
- COc1cc(/C=C2/NC(=O)NC2=O)cc(Br)c1OCc1cccc(C(=O)O)c1
  5.9*	-5	4	-4	11	-5	0.7	-2	-4
- CC(C)(O)CCCC(C)(O)c1ccc(C(=O)O)cc1O (centres undefined)
  0.1	-6	-5	-3	4	1	-0.9	14	2
- CCOC(=O)N1CCN(c2c(NCCN3CCN(Cc4ccccc4)CC3)c(=O)c2=O)CC1
  -0.7	-5	-6	1	-5	-6	-0.8	-1	2
- CCc1ccc2nc(SCC(=O)N3CC(=O)Nc4ccccc43)c(C#N)cc2c1
  3.1	18	-3	-58	3	-16	-0.1	5	-12
- Cc1cc(OC(=O)c2ccccc2Cl)ccc1N1C(=O)CCC1=O
  0.9	-3	-6	4	3	-3	-0.2	-11	7
